MCF10A rerep – induces DNA re-replication in MCF 10a normal breast cells | 350,000 tested, 2.9% active | Potency, µM (doses to about 46.1 µM), for the others: at the highest dose activity, positive = re-replication, hits mostly activators | MCF 10A DNA re-replication, Hoechst nuclear intensity, 48 h | AID 624296; note: % of control where 0% means no effect; nearly all actives have a fitted effect of over 50% in size
Nrf2 block – inhibitors of Nrf2 signaling. A549 ARE-Fluc reporter, luciferase luminescence, 18-24 h. Potency, µM (titrated, usually from 46 µM), inactives show at the highest dose activity change, negative = inhibition, most hits filed as inhibitors. 360,000 tested, 2.1% active. AID 504444; note: % is set by controls: 0 for no effect and ±100 for the full control effect; nearly all actives have a fitted effect of over 60% in size
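Reporter: ARE-Fluc in A549. Exposure: 18-24 h, 37 °C, 5% CO2, 5% FBS OPTI-MEM. Readouts: fluorescent cytotoxicity (CellTiter-Fluor), then luminescent Nrf2 signal after BugLite.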
A549 viability – kills or reduces viability of A549 cells in Nrf2 counter-screen. Potency, µM (titrated, usually from 46 µM), inactives show at the top dose activity change, negative = cytotoxicity, usual class: inhibitors. 390,000 tested, 0.16% active. A549 ARE-Fluc cells, CellTiter-Fluor viability, 18-24 h; note: % is set by controls: 0 for no effect and ±100 for the full control effect
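A549 ARE_Fluc cells in 5% FBS OPTI-MEM were exposed to compounds in concentration-response for 18-24 h at 37 deg C. Viability was read by CellTiter-Fluor fluorescence (Ex 405/Em 525) after 30 min, before the luciferase read.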
TGFb SMAD3 inh – TGF-b pathway inhibition | HepG2 CAGA-GFP TGF-b/SMAD3 reporter, GFP fluorescence, 18 h; TGF-beta stimulated, 500 pg/mL final | Potency, µM (series often up to 46.1 µM), for inactives: at the top dose activity, negative = inhibition, actives largely listed as inhibitors | 410,000 tested, 1.2% active; note: % is set by controls: 0 for no effect and ±100 for the full control effect; nearly all actives have a fitted effect of over 65% in size
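Smad-responsive CAGA-GFP expression was quantified in HEPG2 cells exposed to compounds and 500 pg/mL final TGF-beta for 18 h at 37 degrees C; unstimulated wells defined full inhibition.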
ATXN viability – viability counter-screen for ATXN expression inhibitors. AID 651635. 400,000 tested, 0.49% active. Potency, µM (top dose mostly 56.7 µM), usual class: cytotoxic. S2 cells (HEK-293 line with an ATXN2-luciferase reporter) viability, CellTiter-Fluor protease fluorescence, 24 h; note: nearly all actives have a fitted effect of over 40% in size
ATXN2 expr inh – reduces ATXN2 reporter expression in HEK-293 cells. HEK-293 ATXN2-luciferase reporter, luminescence, 24 h. Potency, µM (series often up to 57 µM), without a hit: at the highest dose activity change, negative = inhibition, actives largely listed as inhibitors. 360,000 tested, 0.72% active. AID 1745845; note: % is set by controls: 0 for no effect and ±100 for the full control effect; nearly all actives have a fitted effect of over 55% in size
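qHTS (up to 57 uM final) was run with 24 h compound exposure of reporter cells at 37 °C. Each well was multiplexed: SteadyGlo luminescence measured ATXN2-luciferase expression after a fluorogenic Gly-Phe-AFC viability readout (25 uM final).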
EPAC2 antag – EPAC2 (human) antagonism; AID 720708; 360,000 tested, 0.18% active; Q8WZA2; EPAC2 GEF exchange of Rap1B-BODIPY-GDP, fluorescence; Potency, µM (doses to about 114 µM), for the others: top-dose activity, negative = inhibition, usual class: inhibitors; note: % is set by controls: 0 for no effect and ±100 for the full control effect; nearly all actives have a fitted effect of over 45% in size; many of its hits are not listed in these tables
Target sequence (Q8WZA2 whole entry, looked up): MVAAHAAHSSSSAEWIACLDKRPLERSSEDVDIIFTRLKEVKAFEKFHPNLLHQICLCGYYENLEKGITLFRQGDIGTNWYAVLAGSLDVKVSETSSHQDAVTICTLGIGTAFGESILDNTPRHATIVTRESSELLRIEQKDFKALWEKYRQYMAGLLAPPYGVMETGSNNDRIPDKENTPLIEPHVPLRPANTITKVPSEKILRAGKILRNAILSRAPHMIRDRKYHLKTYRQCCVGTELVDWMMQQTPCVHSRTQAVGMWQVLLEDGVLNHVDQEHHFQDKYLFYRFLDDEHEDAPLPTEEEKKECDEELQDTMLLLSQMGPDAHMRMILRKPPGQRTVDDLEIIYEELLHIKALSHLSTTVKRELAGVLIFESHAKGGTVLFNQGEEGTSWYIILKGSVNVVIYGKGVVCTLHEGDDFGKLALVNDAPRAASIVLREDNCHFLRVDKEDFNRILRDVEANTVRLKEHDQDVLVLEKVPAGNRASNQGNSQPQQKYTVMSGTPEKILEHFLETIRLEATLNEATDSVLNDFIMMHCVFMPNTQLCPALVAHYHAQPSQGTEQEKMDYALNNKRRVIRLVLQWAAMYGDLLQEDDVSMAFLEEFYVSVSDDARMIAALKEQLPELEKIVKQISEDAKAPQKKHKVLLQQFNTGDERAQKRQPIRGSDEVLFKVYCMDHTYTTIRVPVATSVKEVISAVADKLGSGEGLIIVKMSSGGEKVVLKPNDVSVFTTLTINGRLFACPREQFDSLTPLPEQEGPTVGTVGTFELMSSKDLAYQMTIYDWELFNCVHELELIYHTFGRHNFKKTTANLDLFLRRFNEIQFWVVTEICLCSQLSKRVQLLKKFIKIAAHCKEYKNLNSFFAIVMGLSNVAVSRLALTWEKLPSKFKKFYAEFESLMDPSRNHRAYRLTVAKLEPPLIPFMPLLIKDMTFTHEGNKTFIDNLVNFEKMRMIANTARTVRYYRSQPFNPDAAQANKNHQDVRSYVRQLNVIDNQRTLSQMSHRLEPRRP
HepG2 viability – counter-screen for TGF-b inhibitors: cytotoxicity in HepG2 cells; HepG2 CAGA-GFP viability, ATP luminescence, 18 h; Potency, µM (titrated, usually from 46.1 µM), for the others: at the top dose activity change, negative = cytotoxicity, hits mostly cytotoxic; 410,000 tested, 0.76% active; AID 588856; note: some results filed as inactive show a strong effect at the top dose
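CellTiter-Glo luminescence gave cytotoxicity after 18 hours at 37 degrees C. The cells were HepG2 CAGA-GFP in 1% FBS DMEM, stimulated with 500 pg/mL TGF-beta after compound addition. %Activity was normalised to no-cell wells (complete cell-killing) and DMSO (no toxicity), and curves were fitted and classified.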
Nrf2 activator – activates Nrf2 signaling; AREc32 ARE-luciferase reporter (MCF7-derived line), luminescence, 24 h; Potency, µM (titrated, usually from 46.1 µM), without a hit: top-dose activation, hits mostly activators; 410,000 tested, 0.31% active; AID 624171; note: % of control where 0% means no effect; nearly all actives have a fitted effect of over 65% in size
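Nrf2 activation is followed as ARE-luciferase induction in the AREc32 line after one day of compound treatment; luminescence is read with Steady-Glo.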
* hit, by the source's call; i = inactive; ? = inconclusive; . = not tested or not shown; & = joins results of further samples; [ ] = remark or other dose. Calls come from the whole dose curve; as a rule, active = well fitted curve in the direction sought with a large enough effect; inconclusive = small, poorly fitted or top-dose-only effect, or another doubt; inactive = no such curve, though single readings can be large; an effect the other way counts as inactive or inconclusive. Potency is the fitted concentration of half-maximal effect. A portion of the library; rates above refer to the full screens.

SMILES | MCF10A rerep | Nrf2 block | A549 viability | TGFb SMAD3 inh | ATXN viability | ATXN2 expr inh | EPAC2 antag | HepG2 viability | Nrf2 activator
CC(C)=CC(=O)N1CCC(N2CCC(C(=O)N3CCOCC3)CC2)CC1 | 1% | 12% | -4% | 7% | . | . | 6% | 1% | 0.3%
CC(=O)N1c2ccccc2-c2nc3ccccc3n2C1C (configuration not stated) | -1% | 0% | 7% | 10% | i | 8% | 2% | 4% | 0.5%
O=C1CN(C(=O)CSc2nnnn2C2CC2)c2ccccc2N1 | -6% | 2% | 2% | 3% | i | 3% | 0% | -35% | -0.5%
Fc1ccc(/C=N/Nc2nn[nH]n2)cc1 | -3% | -2% | 0% | 0% | i | . | -6% | -4% | -1.4%
CCOc1ccc(C(=O)c2cn(Cc3ccc(OC)cc3)c3cc(OC)c(OC)cc3c2=O)cc1 | . | -24% | -15% | ? | ? | ? | . | -28% | -0.9%
Cc1[nH]c(C)c(S(=O)(=O)N(Cc2ccccc2)C(C)(C)C)c1C(=O)N1CCCC1 | ? | -6% | 2% | -10% | i | . | -2% | 0% | 0.1%
CSc1ncc(C(=O)Nc2cccc(S(N)(=O)=O)c2)n1-c1ccccc1 | -1% | -2% | 10% | 10% | i | 5% | 0% | 9% | 0.0%
O=S(=O)(NN=C1CCCCCC1)c1ccccc1 | 5% | -5% | 4% | 8% | i | 2% | 0% | -2% | 0.0%
O=S1(=O)CCOC(CO)CN1Cc1ccc(Cl)c(Cl)c1 (configuration not stated) | -5% | 3% | -1% | 3% | i | -3% | 5% | 0% | 0.9%
COCCN(CC(=O)Nc1cccc(C)c1C)C(=O)C1CCN(S(=O)(=O)c2ccccc2)CC1 | 1% | -3% | 4% | ? | i | 2% | -2% | -16% | 0.8%
CCOC(=O)c1c(N)sc(C(=O)Nc2ccc3c(c2)OCO3)c1C | 7% | ? | -17% | -8% | i | ? | -5% | -46% | -1.7%
Cc1nn(CC(=O)NCCCN2CC(C)CC(C)C2)c(=O)c2cccn12 (configuration not stated) | 6% | -8% | 5% | 3% | i | 9% | -3% | 0% | -1.1%
CC1Cc2ccccc2N1C(=O)CO/N=C/c1ccccc1OC(F)F (configuration not stated) | 3% | 20% | 0% | -19% | i | -30%[11.3 µM] | -29% | -4% | -0.5%
C=C/C(C)=C/CC1C(=C)CCC2C(C)(C(=O)O)CCCC12C (configuration not stated) | 2% | 4% | -7% | -14% | i | 4% | -18% | -16% | -0.3%
CC(=O)NC(c1ccc([N+](=O)[O-])cc1)c1c(O)ccc2ccccc12 (configuration not stated) | -2% | -7% | 1% | 1% | i | 1% | -25% | -10% | 0.0%

Limited to MCF10A rerep and ATXN2 expr inh, for three of the compounds above:
SMILES | MCF10A rerep | ATXN2 expr inh
CCOc1ccc(C(=O)c2cn(Cc3ccc(OC)cc3)c3cc(OC)c(OC)cc3c2=O)cc1 | . | ?
Cc1[nH]c(C)c(S(=O)(=O)N(Cc2ccccc2)C(C)(C)C)c1C(=O)N1CCCC1 | ? | .
CSc1ncc(C(=O)Nc2cccc(S(N)(=O)=O)c2)n1-c1ccccc1 | -1% | 5%

Further results.
SMILES | MCF10A rerep | Nrf2 block | A549 viability | TGFb SMAD3 inh | ATXN viability | ATXN2 expr inh | EPAC2 antag | HepG2 viability | Nrf2 activator
C/C(NC(=O)c1cccc(F)c1)=C1/C(=O)C[C@@H]2[C@H]1C2(C)C | 8% | 18% | -2% | 0% | i | 69%[activator] | 0% | -29% | 3.6%
O=C(CN1CCCC1)Nc1ccccc1C(=O)c1ccccc1 | ? | 2% | 15% | 0% | i | . | 2% | -8% | -0.1%
CC1CC(C)CN(C(=O)COc2ccc(-c3nnco3)cc2)C1 (configuration not stated) | -1% | -7% | -5% | -2% | . | . | 8% | 5% | -0.4%
CCN(CC)CC(=O)N1c2ccccc2Sc2ccccc21 | -1% | 3% | 1% | 4% | i | 0% | -9% | -23% | -0.2%
COc1ccc(N2CCN(C(c3ccc(C)cc3)c3nnnn3C(C)(C)C)CC2)cc1 (configuration not stated) | . | 0% | 9% | -4% | . | . | . | -30% | .
O=C(NNS(=O)(=O)c1ccc2ccccc2c1)NC1CCCCC1 | -5% | 13% | 1% | -11% | i | 4% | 9% | 6% | -0.3%
Cc1ccc(N(CCC#N)C(=O)COC(=O)C2CCN(S(=O)(=O)c3ccc4c(c3)OCCO4)CC2)cc1 | 10% | 1% | -4% | -2% | i | -7% | -7% | 29% | -0.9%
Cc1c(C(=O)Nc2ccc(S(=O)(=O)Nc3ncccn3)cc2)oc2ccccc12 | -5% | 8% | 0% | 8% | i | 10% | ? | 1% | 3.8%
COc1ccc(C2=NS(=O)(=O)N(C)C(C(=O)Nc3ccc(C(C)=O)cc3)=C2)cc1OC | 16% | ? | -23% | ? | ? | ? | 2% | -18% | 2.8%
CC(=O)NCCNc1nc2cc(-c3cscc3C)sc2c(=O)n1C | . | . | . | -5% | i | 1% | 2% | 0% | ?
O=C(CCCN1C(=O)c2ccccc2C1=O)Nc1ccc2c(c1)OCCO2 | -4% | ? | -13% | -2% | i | 6% | 16% | 5% | -0.2%
CCOC(=O)C1(Cc2cccc(OC)c2)CCN(Cc2ccc(C)s2)CC1 | ? | ? | -28% | -24% | i | -8%[11.3 µM] | -29% | -13% | 2.4%
Clc1ccc(C[n+]2csc3ccccc32)cc1 | -1% | 24% | 0% | ? | i | 4% | 6% | -29% | 7.0%
CC1(C)Cc2c(C#N)c(NCc3ccco3)nc(-c3ccco3)c2CO1 | 14% | 12% | -1% | -9% | i | -13% | 44%[activator][57.1 µM] | -48% | 20%
CSc1ccc(N2CCN(CCCNC(=O)Nc3ccccc3F)CC2)cc1 | ? | 3% | 14% | 2% | i | -14% | -7% | 2% | 2.2%
CCOc1ccccc1N1CCN(C(=O)c2cc3cc(OC)ccc3[nH]2)CC1 | 9% | ? | -2% | -1% | i | 6% | -18% | 0% | 0.5%
COc1ccc(N2C(=O)c3ccc(C(=O)OC(C)C)cc3C2=O)cc1 | ? | 4% | 5% | -2% | i | -21% | 20% | -66% | 0.3%
Cc1cccc(-c2nc(CS(=O)CC(=O)N3CCc4ccccc4C3)c(C)o2)c1 (configuration not stated) | 3% | -8% | -5% | -24% | i | -2% | -3% | -26% | 3.4%
CC(C)Sc1nnc(CNC(=O)C23CC4CC(CC(C4)C2)C3)n1Cc1ccccc1 | ? | 16% | 1% | ? | i | 16% | -7% | -56% | 3.5%
CN(C)C(=O)c1cc(Cl)ccc1Sc1cc(Cl)ccc1Cl | 14% | . | 3% | 16% | i | -8% | -21% | -6% | 0.1%
COc1ccc(C2=NOC(C(=O)N3CCOCC3)C2)cc1OC (configuration not stated) | -3% | . | 0% | -18% | i | 0% | 14% | 11% | -0.1%
Cc1ccc(-c2nnn(CC(=O)N(c3ccccc3F)C(C(=O)NC3CCCC3)c3ccco3)n2)o1 (configuration not stated) | 0% | -18% | ? | -24% | i | 0% | 2% | 2% | 2.2%
C#CCOCCOCCOCCNc1nc(N2CCN(C(=O)[C@H](CCCN=C(N)N)n3cc(C(N)[C@@H](C)CC)nn3)CC2)nc(N2CCN(C(=O)[C@H](CCCCN)n3cc([C@@H](N)CC(N)=O)nn3)CC2)n1 (some centres not stated) | -21% | -1% | -3% | 6% | i | 7% | 3% | 11% | -0.1%
COc1ccccc1CNC1CCCc2ccccc21 (configuration not stated) | -1% | 3% | -3% | -5% | i | -10% | 6% | -3% | -0.5%
CCC(=O)Oc1ccc(/C(CC)=C(\CC)c2ccc(OC(=O)CC)cc2)cc1 | 8%&1% | ? | -2% | 40%[activator] | ? | -34% | -17% | 3% | 0.0%
CCNC(=S)Nc1ccc(Cc2nc3ccccc3[nH]2)cc1 | -1% | -19% | 15% | 37%[activator] | i | 2% | 3% | 1% | -0.1%
C=CCC1NS(=O)(=O)OC(CCCC)C1O (configuration not stated) | 11% | 0% | 1% | 4% | i | -6% | 14% | 0% | -0.2%
CN(Cc1nc2ccccc2c(=O)[nH]1)C(=O)c1cccc(S(=O)(=O)N2CCc3ccccc32)c1 | ? | ? | -15% | -15% | i | 90%[activator] | -4% | -15% | 0.5%
O=C(c1ccc(Br)c(S(=O)(=O)N2CCCCC2)c1)N1CCCCC1 | ? | -4% | -1% | -1% | i | -12% | -1% | -19% | 0.7%
Cn1c(=O)c(=O)n(C)c2cc(S(=O)(=O)CCC(=O)Nc3ccc(C(F)(F)F)cc3)ccc21 | 5% | -10% | 10% | 13% | i | -10% | 3% | 5% | -1.2%
CCn1c(NCc2ccccc2Cl)nc2ccccc21 | 16% | ? | -3% | 6% | i | 34% | 22%[57.1 µM] | -14% | 3.9%
O=c1[nH]c(/C=C/c2ccccn2)nc2ccccc12 | ? | 2% | -5% | 1% | ? | . | 3% | -4% | ?
COc1ccc(S(=O)(=O)N2Cc3ccccc3CC2C(=O)O)cc1OC (configuration not stated) | 25% | 1% | 1% | 1% | i | -6% | 9% | 6% | -0.8%
C/C(=N/NC(=O)c1ccccn1)c1ccc(O)cc1 | -5% | ? | 15% | 5% | i | . | 2% | -3% | 0.2%
COc1cc(SC)ccc1C(=O)N1CCn2c3c(c4cc(C)ccc42)CCCC31 (configuration not stated) | . | 5% | 1% | -6% | i | 2% | . | 16% | 3.5%
COc1ccc(C(=O)NCC(=O)OCC(=O)c2cccc3ccccc23)cc1 | . | 5% | 0% | 3% | . | . | . | -5% | .
CCc1nnc2sc(-c3cc(-c4ccccc4)nc4ccccc34)nn12 | 17% | -24% | -14% | 35%[activator] | ? | ? | 2% | -9% | 4.2%
CC(=O)c1cccc(Nc2nc(-c3cccc(C)c3)nc3ccccc23)c1 | . | 0% | 1% | ? | ? | ? | . | -59% | 2.8%
COc1cc(OC)cc(-c2nc(-c3ccc4c(c3)[nH]c(=O)n4C)no2)c1 | . | . | 0% | -1% | i | -15% | . | -1% | -0.1%
Cc1[nH]n(-c2cccc3ccccc23)c(=O)c1/C=N/NC(=O)c1cccc([N+](=O)[O-])c1 | ? | 4% | -15% | 6% | ? | 20µM* | 1% | 0% | -0.2%

Look-ups from the list.
Under A549 viability, `Cn1c(=O)c(=O)n(C)c2cc(S(=O)(=O)CCC(=O)Nc3ccc(C(F)(F)F)cc3)ccc21` reads 10%
Under Nrf2 activator, `CCOc1ccc(C(=O)c2cn(Cc3ccc(OC)cc3)c3cc(OC)c(OC)cc3c2=O)cc1` reads -0.9%
